KOR beta-arrestin-1: kappa opioid receptor activators – cell-based, luminescence, uHTS, primary screen (AID 1777); KOR beta-arrestin recruitment, luminescence; higher % means a stronger effect; one-dose activation, % at 10 µM; EC50 in µM for titrated hits; 0.02% of 280,000 active; in the data active = activation above about 50%, passing the limit was not always enough; also: a part of the inactive calls stands beside numbers as strong as those of hits
P. falciparum M17LAP: P. falciparum M17LAP inhibitors, primary screen, biochemical, fluorogenic H-Leu-NHMec substrate, 1536-well (AID 1619). recombinant M17LAP, H-Leu-NHMec fluorogenic kinetic assay; higher % means a stronger effect. one-dose inhibition, % at 30 µM; IC50 in µM for titrated hits. 0.38% of 220,000 active;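 active = compound inhibiting the enzyme by more than half at any dose during confirmatory dose-response retesting; inconclusive = strong single-dose inhibitors picked by rank but not retested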;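 also: plate controls were full reaction with DMSO carrier for no effect and no enzyme background for full effect; strong numbers were not always called active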
GPR55 beta-arrestin: selective activators of receptor GPR55 – imaging, U2OS cells, beta-arrestin-GFP redistribution, primary screen (AID 1961) | activation, % at 10 µM, or EC50 in µM where a hit was titrated | 0.048% of 290,000 active | U2OS GPR55 beta-arrestin-GFP redistribution imaging; higher % means a stronger effect;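 active = activation above 40% with more than 50 cells counted in the well; inconclusive = wells holding fewer than 50 cells, flagged as toxic or sparse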;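 also: U2OS osteosarcoma cells stably expressing GPR55 and beta-arrestin-GFP; plate controls were DMSO negative control for no effect and LPI positive control for full effect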
M1AAP inhibition: malaria alanyl aminopeptidase activity blockers – biochemical, fluorogenic H-Leu-NHMec substrate, 1536-well (AID 1445); recombinant M1AAP, H-Leu-NHMec fluorogenic kinetic assay; higher % means a stronger effect; one-dose inhibition, % at 30 µM; IC50 in µM for titrated hits; 0.42% of 220,000 active;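 active = primary inhibition above the hit cutoff, then over 50% inhibition at one or more dose response concentrations, cut at about 23% in these data, passing the limit was not always enough; inconclusive = conflicting primary data, or primary hits not chosen for dose response; inactive = low primary inhibition, or under 50% at every dose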;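 also: plate controls were DMSO full reaction for no effect and no enzyme background for full effect; strong numbers were not always called active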
HEK293 NOD2/NF-kB: inhibition of NOD2-driven NF-kB reporter – cell-based, luminescence, uHTS, HEK293 (AID 1566) | HEK293 NOD2/NF-kB luciferase reporter, luminescence; higher % means a stronger effect | one-dose inhibition, % at 4 µM; EC50 in µM for titrated hits | 0.63% of 290,000 active; also: many of its hits are not listed in these tables
KOR beta-arrestin-2: kappa opioid receptor blockers – cell-based, luminescence, uHTS (AID 1778) | KOR beta-arrestin recruitment, luminescence, antagonist mode; higher % means a stronger effect | one-dose inhibition, % at 10 µM; IC50 in µM for titrated hits | 0.091% of 290,000 active; also: strong numbers were not always called active
AID2073: inhibitors of Mint1-CaV2.2 protein interaction, biochemical, HTRF (AID 2073); HTRF protein-protein interaction, Mint1-CaV2.2; higher % means a stronger effect; one-dose inhibition, % at 20 µM; IC50 in µM for titrated hits; 0.19% of 290,000 active; in the data active = inhibition mostly above about 51%, no sharp cut-off; inconclusive = no clear call, values can overlap the other calls; inactive = mostly below about 53%; also: some results filed as inactive read as strong as hits
Dynein transport: dynein cargo transport inhibition; z-score, hits read low; 0.47% of 220,000 active; 3617.4 mouse cells, GR-EGFP nuclear translocation imaging; test concentration mostly 20 µM; stimulated with dexamethasone, 1 µM; stronger effect = lower value; AID 1381;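 active = plate z-score of nuclear minus cytoplasmic receptor signal below a set negative limit, without overly bright fluorescence or cell loss, cut at about -3.5 in these data, passing the limit was not always enough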;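 also: z-score of nuclear minus cytoplasmic ring GR-EGFP intensity difference per well; some compounds called inactive have numbers as strong as hits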
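Buffer or medium – tet-free medium with charcoal-stripped serum · Signal – automated 10x imaging of fixed Hoechst-stained cells · Also added – dexamethasone agonist, 1.0 µM final, for 30 min · Incubation – induction 48 h, compound 1 h, agonist 30 min · Read-out – GR-EGFP nuclear translocation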
NOD1 NF-kB reporter: inhibition of NOD1-driven NF-kB reporter – cell-based, luminescence, uHTS, primary screen (AID 1578); NOD1-driven NF-kB luciferase reporter cells, luminescence; higher % means a stronger effect; inhibition, % at 4 µM; hits with a dose series show EC50 in µM; 1% of 290,000 active; in the data active = inhibition mostly above about 36%, no sharp cut-off; inactive = mostly below about 34%;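 also: HEK-293T reporter cells stimulated with the NOD1 agonist gamma-tri-DAP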
Dynein transport cytoplasmic EGFP: second read-out of Dynein transport, no call of its own (marks repeat the call); z-score; measured here: cytoplasmic GR-EGFP intensity; stronger effect = higher value
Dynein transport nuclear GR-EGFP: recorded beside Dynein transport, whose call it bears; z-score; measured here: nuclear GR-EGFP intensity;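 lower value marks the stronger effect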
Dynein transport cell count: also measured in Dynein transport; calls as there; z-score; measured here: cell count per field
* marks the source's active call; other numbers are inactive results; u = inconclusive; x = not tested or not shown; [ ] = another dose, or the depositor's remark. Rule as the data show it, unless noted: active = inhibition above about 50%; inactive = the rest.

SMILES	KOR beta-arrestin-1	P. falciparum M17LAP	GPR55 beta-arrestin	M1AAP inhibition	HEK293 NOD2/NF-kB	KOR beta-arrestin-2	AID2073	Dynein transport	Dynein transport cytoplasmic EGFP	Dynein transport nuclear GR-EGFP	Dynein transport cell count	NOD1 NF-kB reporter
CCn1cc(CCC(=O)NCCc2ccccc2)c2ccccc21	-2.8%	x	-0.1%	x	8%	-11%	6%	x	x	x	x	-10%
Cc1sc2nc(COC(=O)CNC(=O)c3ccc(C(C)(C)C)cc3)[nH]c(=O)c2c1C	2.0%	7%	0.1%	-3%	-7%	-36%	7%	0.18	-0.23	0.23	0.19	-18%
O=C(Nc1cccc(O)c1)c1cc(S(=O)(=O)N2CCCC2)ccc1Cl	1.0%	-2%	-0.1%	20%	24%	-76%	-2%	0.93	-0.2	0.67	-0.17	10%
CC(=O)C1C(c2ccc(C)cc2)c2c(n[nH]c2C)CC1(C)O (stereo not drawn)	-1.6%	5%	-0.1%	1%	-17%	23%	-3%	-0.53	-0.18	0.045	0.5	2%
CCNc1nc(-c2cc(C)n(Cc3ccco3)c2C)cs1	3.9%	2%	0.3%	15%	2%	-11%	71%	-0.75	-0.22	-0.46	1	-13%
COc1ccc(OC)c(-c2nc(C(=O)NCCCN3CCOCC3)cc3c2[nH]c2ccccc23)c1	-0.8%	x	0.1%	x	23%	-17%[20 µM]	19%	x	x	x	x	-5%
CCOc1ccc(OCCOCCN2CCc3ccccc3C2)cc1	-0.2%	-5%	0.3%	-2%	-12%	11%	4%	1.5	-0.18	1.2	-1.3	-20%
COCCNC(=O)C(c1cccs1)N(C(=O)Cn1nnc2ccccc21)c1ccc2c(c1)OCO2 (stereo not drawn)	-8.8%	1%	-0.2%	-1%	6%	2%	-1%	-0.48	-0.13	-0.1	0.018	15%
Cc1c(Br)c([N+](=O)[O-])nn1CC(=O)NCc1ccco1	0.9%	-15%	-0.2%	2%	7%	3%	-1%	2	-0.075	0.79	-1.8	-39%
CCn1cc(C2=NC(C)(C)CO2)c2ccccc21	6.5%	-3%	0.2%	-2%	-1%	-47%	14%	-0.45	0.13	0.12	-0.29	-13%
COc1ccccc1N1CCN(C(=O)C(=O)c2cn(CC(=O)N3CCCC3)c3ccccc23)CC1	3.3%	x	-0.1%	x	14%	5%	5%	x	x	x	x	-6%
CNC(=O)c1cc2ccc(OC)cc2oc1=O	-1.5%	-92%	0.2%	15%	-34%	-2%	14%	-0.018	-0.22	0.14	0.89	-39%
O=C(O)c1cccc(Cn2c(Cl)c(/C=N/NC(=O)c3cc4ccccc4cc3O)sc2=O)c1	2.3%	-1%	-0.2%	u	7%	10%	30%	1.3	-0.18	0.6	-0.29	6%
CCCCNC(=O)C1CCN(Cc2ccc(OCc3ccccc3)cc2)CC1	1.7%	-2%	0.2%	0%	19%	30%	1%	-0.067	0.31	-0.0058	0.28	-16%
Cc1ccc(C(=O)Nc2nc3ccccc3n2CCN2CCCC2)cc1	x	21%	-0.2%	-16%	-60%	x	3%	1.6	0.79	1.6	-1.3	-59%
NC(=O)c1c(NC(=S)Nc2ccc(F)cc2)sc2c1CCCC2	-0.6%	92µM*	0.5%	3%	2%	10%	20%	2.9	-0.043	1.4	-2	-49%
CSC1=C(C#N)C(c2ccc(C(C)C)cc2)CC(=O)N1 (stereo not drawn)	0.6%	-8%	-0.2%	-1%	3%	-23%	-3%	-0.093	-0.091	0.18	0.94	0%
Cc1nc(C)c(C(=O)N(c2ccc(F)cc2)C(C(=O)NCC2CCCO2)c2ccccc2)s1 (stereo not drawn)	1.5%	x	0.3%	x	8%	-11%	6%	x	x	x	x	-32%
CC(=O)n1cc(/C=N/NC(N)=S)c2ccccc21	-0.4%	20%	0.2%	5%	8%	-7%	6%	1	-0.087	1	-1.9	-12%
O=C(CCN1CCN(c2ccccc2)CC1)NNC(=O)c1cccc2ccccc12	1.6%	-4%	-0.3%	-2%	2%	22%	0%	-0.68	-0.3	-0.54	0.27	-14%
Cc1c(Cl)c([N+](=O)[O-])nn1CC(=O)NCCCN1CCOCC1	2.6%	x	x	x	-10%	-1%	7%	x	x	x	x	-39%
N#Cc1cc2c(nc1SCc1ccccc1)CCC2	-5.9%	-1%	-0.3%	-4%	2%	1%	-2%	-0.92	-0.059	-0.21	0.81	-17%
CS(=O)(=O)Cc1ccc(C(=O)NC2CCCc3ccccc32)cc1 (stereo not drawn)	2.3%	x	0.1%	x	1%	-23%	-8%	x	x	x	x	-11%
O=C(c1c(F)cccc1F)N(Cc1ccccc1)Cc1ccccc1	-6.6%	x	0.1%	x	19%	14%	12%	x	x	x	x	-11%
CN(C(=O)C1CCC(CNS(=O)(=O)c2cccc3cccnc23)CC1)C1CCCCC1 (stereo not drawn)	1.0%	x	0.5%	x	14%	-18%	8%	x	x	x	x	6%

Brought forward from above: four compounds; new compounds follow.
SMILES	KOR beta-arrestin-1	P. falciparum M17LAP	GPR55 beta-arrestin	M1AAP inhibition	HEK293 NOD2/NF-kB	KOR beta-arrestin-2	AID2073	Dynein transport	Dynein transport cytoplasmic EGFP	Dynein transport nuclear GR-EGFP	Dynein transport cell count	NOD1 NF-kB reporter
N#Cc1cc2c(nc1SCc1ccccc1)CCC2	-5.9%	-1%	-0.3%	-4%	2%	1%	-2%	-0.92	-0.059	-0.21	0.81	-17%
CS(=O)(=O)Cc1ccc(C(=O)NC2CCCc3ccccc32)cc1 (stereo not drawn)	2.3%	x	0.1%	x	1%	-23%	-8%	x	x	x	x	-11%
O=C(c1c(F)cccc1F)N(Cc1ccccc1)Cc1ccccc1	-6.6%	x	0.1%	x	19%	14%	12%	x	x	x	x	-11%
CN(C(=O)C1CCC(CNS(=O)(=O)c2cccc3cccnc23)CC1)C1CCCCC1 (stereo not drawn)	1.0%	x	0.5%	x	14%	-18%	8%	x	x	x	x	6%
CN(C)Cc1nc2ccccc2c(=O)n1Cc1nc(-c2cc3ccccc3o2)cs1	0.2%	-4%	-0.1%	7%	14%	-13%	-4%	-0.2	-0.19	0.07	0.22	-34%
O=C1COc2ccc3ccccc3c2CN1	-4.5%	-9%	-0.1%	3%	12%	14%	2%	-0.47	-0.26	-0.27	1.2	-11%
Cc1cc(CN(C)C(=O)CC2C(=O)NCCN2Cc2c(F)cccc2Cl)n[nH]1 (stereo not drawn)	-1.2%	0%	-0.2%	-2%	-13%	14%	-4%	-0.81	-0.31	-0.33	0.71	5%
O=C(CN1CCN(Cc2ccccc2F)C1=O)NCc1ccco1	3.6%	16%	0.3%	0%	-8%	-12%	-6%	-0.023	-0.33	-0.18	0.82	-14%
COc1ccccc1N1CCN(C(=O)C2CCC(Cn3c(=S)[nH]c4ccccc4c3=O)CC2)CC1 (stereo not drawn)	1.6%	-2%	-0.1%	3%	20%	-33%	-25%	-0.35	-0.33	-0.096	0.71	-6%
CCOc1ccc(CN2CCN(C(=O)c3cccc(F)c3)CC2)cc1	4.6%	10%	-0.2%	9%	20%	0%	-2%	-0.042	-0.18	-0.28	0.92	21%
COc1cccc(NC(=O)C(=O)c2cn(CC(=O)N3CCOCC3)c3ccccc23)c1	4.2%	x	-0.2%	x	0%	-32%	11%	x	x	x	x	-25%
CCc1ccc(-c2cc(C)no2)cc1S(=O)(=O)NCc1ccco1	-3.0%	x	-0.1%	x	14%	-8%	-2%	x	x	x	x	-8%
CCOC(=O)CC1=C(C(=O)OCC)C(c2ccc(OC)c(OC)c2)C(C#N)=C(N)O1 (stereo not drawn)	-3.0%	18%	0.1%	1%	-2%	6%	0%	-0.76	-0.17	-0.14	0.0061	x
COc1ccccc1NC(=S)N1CCN(c2ccccc2F)CC1	-2.0%	x	-0.1%	x	-4%	-14%[20 µM]	-7%	x	x	x	x	-32%
CCOC(=O)N1CCc2c(sc3nc4n(c(=O)c23)N=C(C)CS4)C1	-3.1%	-1%	0.0%	16%	7%	6%	-18%	0.62	-0.11	0.61	1.2	4%
CC(C)CC(C(=O)NCC1CCCO1)N(C(=O)Cn1nnc(-c2ccc(F)cc2)n1)c1ccccc1F (stereo not drawn)	1.0%	-4%	0.0%	-1%	12%	-20%	0%	-0.55	-0.22	-0.56	0.33	18%
Cc1ccc(C)c(NC(=O)CS(=O)(=O)c2cn(C)c3ccccc23)c1	-3.8%	13%	-0.4%	-1%	8%	17%	16%	-0.9	-0.038	-0.52	1.3	39%
CC/C(=N\Nc1ccc([N+](=O)[O-])cc1)c1ccccc1	5.8%	-10%	0.8%	14%	-31%	4%	24%	-0.2	0.69	0.0083	0.43	-28%
COc1cccc(CNc2nc3ccccc3n2C)c1O	-3.3%	x	0.0%	x	-56%	-6%[20 µM]	5%	x	x	x	x	-52%

Retrieved by structure from the list above (three):
SMILES	KOR beta-arrestin-1	P. falciparum M17LAP	GPR55 beta-arrestin	M1AAP inhibition	HEK293 NOD2/NF-kB	KOR beta-arrestin-2	AID2073	Dynein transport	Dynein transport cytoplasmic EGFP	Dynein transport nuclear GR-EGFP	Dynein transport cell count	NOD1 NF-kB reporter
CN(C)Cc1nc2ccccc2c(=O)n1Cc1nc(-c2cc3ccccc3o2)cs1	0.2%	-4%	-0.1%	7%	14%	-13%	-4%	-0.2	-0.19	0.07	0.22	-34%
Cc1ccc(C)c(NC(=O)CS(=O)(=O)c2cn(C)c3ccccc23)c1	-3.8%	13%	-0.4%	-1%	8%	17%	16%	-0.9	-0.038	-0.52	1.3	39%
Cc1cc(CN(C)C(=O)CC2C(=O)NCCN2Cc2c(F)cccc2Cl)n[nH]1 (stereo not drawn)	-1.2%	0%	-0.2%	-2%	-13%	14%	-4%	-0.81	-0.31	-0.33	0.71	5%

Entries listed above that bear a hit mark in P. falciparum M17LAP.
SMILES,KOR beta-arrestin-1,P. falciparum M17LAP,M1AAP inhibition,HEK293 NOD2/NF-kB,KOR beta-arrestin-2,AID2073,Dynein transport,Dynein transport cytoplasmic EGFP,Dynein transport nuclear GR-EGFP,Dynein transport cell count,NOD1 NF-kB reporter
NC(=O)c1c(NC(=S)Nc2ccc(F)cc2)sc2c1CCCC2,-0.6%,92µM*,3%,2%,10%,20%,2.9,-0.043,1.4,-2,-49%

Only part of the results is shown. The share of hits here may be higher or lower than overall.
